Bioassay records (PubChem)
VLA-4 antagonist – inhibition of LDV-FITC ligand binding to human VLA-4 integrin. P13612. Jurkat cells, LDV-FITC binding with Mn2+, flow cytometry; 100% = Mn2+-driven binding gain fully reversed. inhibition, % at 10 µM (by protocol). 24,000 tested, 0.2% active;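 active = inhibition above 50%; inconclusive = compound itself fluorescent, judged against control cell fluorescence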;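 also: 0% = Mn2+ stimulated cells lacking compound and 100% = ligand binding without Mn2+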
Target sequence (P13612 whole entry, looked up): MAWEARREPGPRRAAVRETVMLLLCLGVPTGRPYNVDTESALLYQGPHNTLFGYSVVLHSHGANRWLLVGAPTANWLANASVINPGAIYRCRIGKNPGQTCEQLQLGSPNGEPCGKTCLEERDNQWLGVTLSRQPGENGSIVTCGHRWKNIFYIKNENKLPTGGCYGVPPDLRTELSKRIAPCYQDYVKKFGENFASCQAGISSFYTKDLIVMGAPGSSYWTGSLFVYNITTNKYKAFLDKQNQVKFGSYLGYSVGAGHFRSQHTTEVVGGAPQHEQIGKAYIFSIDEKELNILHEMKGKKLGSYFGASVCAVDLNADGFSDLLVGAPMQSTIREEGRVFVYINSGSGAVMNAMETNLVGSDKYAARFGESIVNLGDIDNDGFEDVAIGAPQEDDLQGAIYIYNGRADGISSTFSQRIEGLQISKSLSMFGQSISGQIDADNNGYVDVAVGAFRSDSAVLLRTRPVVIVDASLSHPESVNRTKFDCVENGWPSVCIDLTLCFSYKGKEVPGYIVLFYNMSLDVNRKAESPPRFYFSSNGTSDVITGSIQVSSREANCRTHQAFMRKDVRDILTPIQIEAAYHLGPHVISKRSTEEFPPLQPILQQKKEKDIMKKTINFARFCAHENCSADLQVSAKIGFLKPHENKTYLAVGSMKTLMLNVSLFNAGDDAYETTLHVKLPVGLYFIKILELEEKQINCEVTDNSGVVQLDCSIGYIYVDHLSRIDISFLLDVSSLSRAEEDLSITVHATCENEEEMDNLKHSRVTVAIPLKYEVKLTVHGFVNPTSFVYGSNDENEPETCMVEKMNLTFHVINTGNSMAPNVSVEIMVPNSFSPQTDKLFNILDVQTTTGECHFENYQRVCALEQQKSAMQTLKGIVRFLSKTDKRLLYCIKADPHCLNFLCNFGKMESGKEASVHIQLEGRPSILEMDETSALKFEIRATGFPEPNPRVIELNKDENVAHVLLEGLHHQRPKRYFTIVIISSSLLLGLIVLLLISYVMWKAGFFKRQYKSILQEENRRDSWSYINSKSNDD
VLA-4 agonist – allosterically activates the human VLA-4 integrin; P13612; 24,000 tested, under 10 active; Jurkat cells, LDV-FITC binding, flow cytometry; activation, % at 10 µM (by protocol);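 active = fluorescent ligand binding to cells raised by more than 40% of the manganese-induced maximum; inconclusive = compound's own fluorescence above 85% of the ligand control signal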;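 also: 0% = ligand binding without compound and 100% = manganese-stimulated maximal binding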
Prostate diff – promotes differentiation of LNCaP prostate cells; side scatter shift, % at 10 µM; AID 795; flow cytometry side scatter, 4 d; 24,000 tested, 0.56% active;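 active = side scatter shift above 30%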;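 also: androgen-responsive LNCaP prostate cancer cells in charcoal-stripped serum medium; percent of cells past a gate set so DMSO wells show 10% shift; higher shift means more granular cells and more differentiation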
Autofluor Jurkat – counter-screen for VLA-4 integrin: compound autofluorescence in Jurkat cells. flow cytometry; hits give high values; 1 = vehicle-only cell background. 24,000 tested, 0.61% active. fluorescence ratio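 (tested at 10 µM compound in the well)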;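 active = fluorescence ratio above 2.44, which is 1 plus 3 SD of all ratios; inconclusive = signal too bright to measure linearly, ratio around 10 or more; inactive = fluorescence ratio below 2.44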;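 also: green fluorescence of cells measured with 488 nm excitation and 530 nm emission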
An asterisk follows results filed as active; ? = inconclusive.

Fields – VLA-4 antagonist, VLA-4 agonist, Prostate diff, Autofluor Jurkat
O=C(CCN1CCN(c2ccccc2F)CC1)Nc1ccccc1F
→ -11, 4, 3, 1.1
CCOc1ccc(S(=O)(=O)N2CCN(C(=O)c3cccn3C)CC2)cc1
→ -8, 2, 5, 1
O=C(Nc1ccccc1Cl)c1cc(S(=O)(=O)N2CCCC(C(=O)O)C2)ccc1F (stereo unspecified)
→ -17, 2, 8, 1.1
CCCCc1n[nH]c2c1C(=O)CC(C)(C)C2
→ -17, 6, 8, 0.95
CCCS(=O)(=O)N1CCC(C(=O)NCCCOC(C)C)CC1
→ -2, 2, 5, 1
COc1ccc(-c2cc3nc(C)cc(C)n3n2)c(OC)c1
→ -12, 0, 6, 0.99
O=C(CCn1c(=O)oc2ccccc21)Nc1ccon1
→ -16, 2, 16, 1
CCc1nc(NCCCN2CCOCC2)c2oc3ccccc3c2n1
→ -6, -2, 8, 1.1
Cc1cc(C)cc(NC(=O)CN(C)S(=O)(=O)c2cccc3nsnc23)c1
→ -2, 0, 10, 1.1
CCOC(=O)N1CCC(Nc2c(Nc3cccc(CC)c3)c(=O)c2=O)CC1
→ ?, ?, 3, 1.5
O=C(c1cnn2ccccc12)N(Cc1ccco1)C1CCCC1
→ -6, 1, 5, 0.99
Cc1ccc(CNC(=O)C2CCN(S(=O)(=O)c3c(C)noc3C)CC2)cc1
→ 7, -1, 8, 1.1
CC1(C(=O)NC2CCCC2)CCC(=O)N1Cc1ccc2c(c1)OCO2 (stereo unspecified)
→ 4, 4, 9, 0.99
O=C(Cn1c(=O)oc2ccccc21)N1CCN(c2ccc(N3CCOCC3)nn2)CC1
→ -16, -8, 2, 1
CC(C)c1ccc2c(c1)C(=O)NC(C)(C)C2
→ -4, -2, 12, 1.1
COc1ccc(-c2cc3nc(C4CCN(C(=O)OC(C)(C)C)CC4)c(C(=O)O)cn3n2)cc1
→ 13, -3, 1, 1.2
Cc1ccc2nc(SCC(=O)NCc3ccco3)c(C#N)cc2c1
→ 42, -9, 5, 1.1
CCOc1ncccc1C(=O)Nc1cccc(C(=O)Nc2cccc(S(=O)(=O)CCO)c2)c1
→ 33, -7, 2, 1.2
Cc1oc(-c2ccccc2)nc1CS(=O)CC(=O)N1CCc2ccccc2C1 (stereo unspecified)
→ -9, -6, 13, 0.79
CCOC(=O)N1CCN(C(=O)CC(C(=O)N2CCc3ccccc32)n2ccnc2)CC1 (stereo unspecified)
→ -42, 6, 6, 1

Overlap with the part before: six entries, then new ones.
Fields – VLA-4 antagonist, VLA-4 agonist, Prostate diff, Autofluor Jurkat
CC(C)c1ccc2c(c1)C(=O)NC(C)(C)C2
→ -4, -2, 12, 1.1
COc1ccc(-c2cc3nc(C4CCN(C(=O)OC(C)(C)C)CC4)c(C(=O)O)cn3n2)cc1
→ 13, -3, 1, 1.2
Cc1ccc2nc(SCC(=O)NCc3ccco3)c(C#N)cc2c1
→ 42, -9, 5, 1.1
CCOc1ncccc1C(=O)Nc1cccc(C(=O)Nc2cccc(S(=O)(=O)CCO)c2)c1
→ 33, -7, 2, 1.2
Cc1oc(-c2ccccc2)nc1CS(=O)CC(=O)N1CCc2ccccc2C1 (stereo unspecified)
→ -9, -6, 13, 0.79
CCOC(=O)N1CCN(C(=O)CC(C(=O)N2CCc3ccccc32)n2ccnc2)CC1 (stereo unspecified)
→ -42, 6, 6, 1
COc1ccc(NC(=O)Cn2nnc(C(=O)NCc3ccccc3OC)c2N)cc1Cl
→ 8, 1, 5, 1
CCOC(=O)N1CCC(NC(=O)C(CC(C)C)NC(=O)C2CCCCC2)CC1 (stereo unspecified)
→ 8, 1, 2, 0.98
CC1CCCN(C(=O)C2CCN(S(=O)(=O)c3cccc4cccnc34)CC2)C1 (stereo unspecified)
→ -9, 4, 9, 1
c1cn(C23CC4CC(CC(C4)C2)C3)cn1
→ -6, 3, 8, 1
Cc1ccc(/C=N/n2c(C)nnc2C)s1
→ 14, 3, 15, 1.1
O=C(c1cc(-c2ccc(Cl)c(Cl)c2)on1)N1CCCC1
→ -1, 6, 9, 1
CCCNC(=O)c1cc(S(=O)(=O)N2CCc3ccccc32)ccc1F
→ ?, ?, 5, 1
CCOc1ccc(N(CC(=O)Nc2ccc3c(c2)OCCO3)S(=O)(=O)c2c(C)noc2C)cc1
→ -7, -6, 11, 1
CCc1cc2c(NCCC(=O)O)ncnc2s1
→ -6, 4, 10, 1
CCNc1ccc2c(Cl)cc(=O)oc2c1
→ 1, -14, 7, 1.5
CCOC(=O)c1c(C)c(-c2ccccc2)n(CC(=O)N2CCN(C)CC2)c1C
→ 0, -3, 12, 1.1
CN1C(=O)C(CC(=O)N2CCN(C(c3ccccc3)c3ccccc3)CC2)N(C)C1=O (stereo unspecified)
→ 4, 3, 6, 1.1
O=S(=O)(c1ccc2oc(-c3ccncc3)nc2c1)c1ccc2oc(-c3ccncc3)nc2c1
→ -16, 0, 11, 1
O=c1c2cccc3c2c(nn1CN1CCOCC1)-c1ccccc1-3
→ -8, 0, 6, 1.2
O=C(OCc1nnc(-c2ccccc2)o1)c1ccc(S(=O)(=O)NCc2ccco2)cc1
→ ?, ?, 14, 1.1
COCCn1c(SCC(=O)Nc2sc(C)c(C)c2C#N)nnc1C(C)C
→ 6, 3, 17, 1.1
CCOc1ccc(-n2c(C)nc3cc(C(=O)NCc4ccco4)ccc32)cc1
→ -19, -3, 13, 1.1
COc1ccc(C2CC(c3ccc(C)cc3)Nc3ncnn32)cc1 (stereo unspecified)
→ -4, 2, 12, 0.98
c1ccc(N=P(c2nc3ccccc3o2)(N2CCOCC2)N2CCOCC2)cc1
→ -19, 0, 15, 1
Cc1ccc(N(C)C(=O)N2CCN(c3ccccn3)CC2)cc1
→ -8, 5, 12, 0.99
O=C(O)c1ccc(CS(=O)c2cccc(C(F)(F)F)c2)o1 (stereo unspecified)
→ 2, -1, 12, 1.1
Cn1c(=O)c2c(nc(N3CCCCCC3)n2CC(=O)c2ccc(Br)cc2)n(C)c1=O
→ -13, -1, 21, 1.2
CC1=C(C(=O)N2CCOCC2)C(c2ccccc2F)C2=C(CCCC2=O)N1 (stereo unspecified)
→ -8, 5, 7, 1.1
COCCN(Cc1cc2cc3c(cc2n2nnnc12)OCO3)C(=O)c1ccccc1F
→ -11, 3, 15, 1
O=c1sc(Nc2ccccc2)nc2ccsc12
→ 4, -1, 2, 1
CCOC(=O)N1CCC(NC(=O)CCc2c(C)nc3c(c(C)nn3C(C)(C)C)c2C)CC1
→ 16, -11, 5, 0.97
CC(C)(C)c1ccc(-c2nnc(SCCC#N)n2C2CCCC2)cc1
→ 10, -8, 4, 1
Cn1c(Cc2cccs2)nnc1SCC(=O)N1CCc2ccccc21
→ -20, 8, 15, 1
CCN(CC)CCNC(=O)c1cn(C)c2ccc(S(=O)(=O)N(C)C3CCCCC3)cc2c1=O
→ ?, ?, 2, 0.78
N#Cc1nc(COc2ccccc2)oc1N1CCCCC1
→ -28, 8, 6, 1
CCOC(=O)Nc1ccc(C(N)=O)cc1
→ ?, ?, 10, 1.1
COc1ccc(N2C(=O)C3CCCN3C2c2cc(OC)c(OC)c(OC)c2)cc1 (stereo unspecified)
→ 2, 1, 16, 1
Cc1oc2cc(O)ccc2c(=O)c1Oc1ccccc1Br
→ ?, ?, 10, 1.3
Cc1ccc2[nH]c(=S)cc(C)c2c1
→ ?, ?, 20, 1.1
CCCn1c(CNc2ccc(Br)cc2)nc2ccccc21
→ 13, -5, 7, 0.98
Cc1c(NC(=O)c2ccc(CN3CCc4ccccc4C3)cc2)c(=O)n(-c2ccccc2)n1C
→ -12, 0, 8, 1.1
CC(NC(=O)NCCCC(=O)O)(C(F)(F)F)C(F)(F)F
→ 34, -12, 12, 0.99
CN(C)S(=O)(=O)N1CCN(c2cccc(Cl)c2)CC1
→ ?, ?, 4, 1.2
CCOC(=O)C1CCN(Cc2c(O)ccc3ccccc23)CC1
→ -7, 3, 14, 0.98
CCC(c1nnnn1CCOC)N(Cc1ccc(C)cc1)Cc1cc2cc(OC)ccc2[nH]c1=O (stereo unspecified)
→ -14, 4, 4, 1.1
CC(C)Cc1cc(C(=O)NCCN2CCOCC2)no1
→ 8, 4, 9, 1
Cc1ccc(CN2C(=O)CCC2C(=O)NCCN2CCN(c3cccc(Cl)c3)CC2)cc1 (stereo unspecified)
→ 0, 4, 3, 1.1
CCN1CCN(C(=O)c2ccc3c(c2)N(Cc2ccc(F)cc2)C(=O)c2ccccc2S3=O)CC1 (stereo unspecified)
→ -2, 2, 3, 1.1
CSC1=NCCN1C(=O)c1ccco1
→ -21, 2, 3, 0.98
CCCSc1nnc2nc3c(nn12)c1ccccc1n3C
→ -10, -1, 4, 1
CCN1CCCC1CNC(=O)c1cn(C)c2ccc(S(=O)(=O)N3CCCCCC3)cc2c1=O (stereo unspecified)
→ -22, -1, 7, 1
O=C(c1ccc(CS(=O)(=O)Cc2ccc(Cl)cc2)o1)N1CCCC1
→ -2, -1, 9, 0.99
NC(=O)COC(=O)CNC(=O)c1ccc(Cl)cc1
→ -4, -4, 7, 0.99
COc1ccc(C2N(c3cc(C)on3)C(=O)C3CCCN32)cc1OC (stereo unspecified)
→ -29, 13, 10, 0.72
CCOC(=O)C(NC(=O)c1ccccc1)(Nc1cc(C)on1)C(F)(F)F (stereo unspecified)
→ -4, -2, 13, 1
COC(=O)C1C(=O)NC(SC)=C(C#N)C1c1ccccc1F (stereo unspecified)
→ 0, 4, 13, 1
COc1cc(C(Nc2ccc3c(c2)OCO3)C(=O)NC2CCCCC2)cc(OC)c1OC (stereo unspecified)
→ -11, 4, 1, 1.1
CCC(C)NC(=O)CSC1=Nc2ccccc2C2=NC(CC(=O)NCc3ccccc3)C(=O)N12 (stereo unspecified)
→ 7, -5, 10, 1.1
COc1ccc(-c2[nH]nc3c2C(c2ccc(OC(=O)N4CCOCC4)cc2)C(C#N)=C(N)O3)cc1 (stereo unspecified)
→ 21, -7, 7, 1.1
C=CCOC(=O)CCC(=O)Nc1cc(OC)nc(OC)n1
→ -17, 0, 2, 1
Cc1cc(C)nc(SCc2ccc3nonc3c2)n1
→ 10, 0, 8, 1
O=C(Nc1nc(-c2ccccc2)cs1)C1CCCO1 (stereo unspecified)
→ -9, 6, 9, 1.1
O=C(CN1CCN(c2ccc(F)cc2)CC1)Nc1cc(C(F)(F)F)ccc1Cl
→ 17, -7, 14, 0.98
CCCCCCn1c(SCC(=O)OC)nc2c1c(=O)[nH]c(=O)n2C
→ -4, 0, 7, 1.1
CCOC(=O)N1CCC(N2Cc3cccc(C(=O)NC(C)c4ccc5c(c4)OCCO5)c3C2=O)CC1 (stereo unspecified)
→ 2, -6, 8, 1.1

Next part:
Fields – VLA-4 antagonist, VLA-4 agonist, Prostate diff, Autofluor Jurkat
CCOC(=O)CCC(=O)NCc1ccc2c(c1)cc(C)n2C
→ -11, -2, 9, 1.1
CC(C)c1ccc(S(=O)(=O)N2CCN(CC(=O)Nc3ccc4c(c3)OCO4)CC2)cc1
→ 15, 1, 4, 0.95
COCc1cc(C)nc(SCC(=O)Nc2cccc(C)c2C)c1C#N
→ 5, -6, 8, 1.1
CC(CN1CCCCC1)OC(=O)c1ccc(Cl)cc1Cl (stereo unspecified)
→ -20, 3, 6, 1
CC1CCCCN1C(=O)C1CC(c2ccc(F)cc2)=NO1 (stereo unspecified)
→ 11, 7, 7, 1
CCOC(=O)CNC(=O)C(Cc1ccccc1)NS(=O)(=O)c1cccs1 (stereo unspecified)
→ 7, -5, 4, 1.1
CCN1C(=O)/C(=C2\SC(N3CCCCC3)=NC2=O)c2ccccc21
→ ?, ?, 15, 1.3
CC(=O)NC1C(=O)SC1(C)C (stereo unspecified)
→ 10, 1, 12, 1.1
CCOC(=O)N1CCC(NC(=O)C2CCCN(S(=O)(=O)c3cccc4nsnc34)C2)CC1 (stereo unspecified)
→ 11, -1, 9, 1.1
CCN(CC)CC(=O)Nc1ccc(-c2nc3cc(NC(=O)CN(CC)CC)ccc3o2)cc1
→ -26, 14, 42*, 1.1
Cc1ccc(S(=O)(=O)N(C)Cc2nc(-c3ccc(Br)cc3)no2)cc1
→ ?, ?, 2, 1.1
c1ccc2c(c1)C(=Nn1cnnc1)c1ccccc1-2
→ -12, 6, 7, 1.1
CCNC(=O)CC1C(=O)N(c2ccccc2)C(=O)N1CCC(C)C (stereo unspecified)
→ -17, -8, 2, 0.98
CCOc1ccc(S(=O)(=O)n2nc(C)cc2C)c2ccccc12
→ -10, -2, 18, 1.1
CC(=O)N1CCC2(CC1)CC(=O)c1cc(OCC(=O)NCc3ccco3)ccc1O2
→ ?, ?, 5, 1.1
CCC(=O)N1CCN(c2nc(-c3ccccc3)c3c(c2C#N)CCCC3)CC1
→ -7, -6, 12, 1.2

Of the compounds above, these have an NH in an aromatic ring.
Fields – VLA-4 antagonist, VLA-4 agonist, Prostate diff, Autofluor Jurkat
CCCCc1n[nH]c2c1C(=O)CC(C)(C)C2
→ -17, 6, 8, 0.95
Cc1ccc2[nH]c(=S)cc(C)c2c1
→ ?, ?, 20, 1.1
CCC(c1nnnn1CCOC)N(Cc1ccc(C)cc1)Cc1cc2cc(OC)ccc2[nH]c1=O (stereo unspecified)
→ -14, 4, 4, 1.1
COc1ccc(-c2[nH]nc3c2C(c2ccc(OC(=O)N4CCOCC4)cc2)C(C#N)=C(N)O3)cc1 (stereo unspecified)
→ 21, -7, 7, 1.1
CCCCCCn1c(SCC(=O)OC)nc2c1c(=O)[nH]c(=O)n2C
→ -4, 0, 7, 1.1

An excerpt; count on the stated rates, not on these rows.
